High-throughput results: PubChem BioAssay, The Scripps Research Institute Molecular Screening Center
TEAD-YAP inh – TEAD-YAP interaction inhibition; inhibition, % at 9.12 µM; 640,000 compounds, 1.4% hits; HEK-TIYL cells, TEAD-Gal4/YAP UAS-luciferase luminescence; in the data active = inhibition above about 32%;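 note: 0% = median of test compound wells and 100% = reference inhibitor wells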
FBW7 activator – human FBW7 E3 ligase activation, primary screen. Q969H0. AlphaScreen FBW7–phospho-cyclin E peptide binding, activator screen. normalized activity (activation), % at 26.1 µM. 650,000 compounds, 0.13% hits; in the data active = normalized activity above about 1.9%;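 note: purified mutant Fbw7 with reduced substrate affinity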
Target sequence (Q969H0 whole entry, looked up): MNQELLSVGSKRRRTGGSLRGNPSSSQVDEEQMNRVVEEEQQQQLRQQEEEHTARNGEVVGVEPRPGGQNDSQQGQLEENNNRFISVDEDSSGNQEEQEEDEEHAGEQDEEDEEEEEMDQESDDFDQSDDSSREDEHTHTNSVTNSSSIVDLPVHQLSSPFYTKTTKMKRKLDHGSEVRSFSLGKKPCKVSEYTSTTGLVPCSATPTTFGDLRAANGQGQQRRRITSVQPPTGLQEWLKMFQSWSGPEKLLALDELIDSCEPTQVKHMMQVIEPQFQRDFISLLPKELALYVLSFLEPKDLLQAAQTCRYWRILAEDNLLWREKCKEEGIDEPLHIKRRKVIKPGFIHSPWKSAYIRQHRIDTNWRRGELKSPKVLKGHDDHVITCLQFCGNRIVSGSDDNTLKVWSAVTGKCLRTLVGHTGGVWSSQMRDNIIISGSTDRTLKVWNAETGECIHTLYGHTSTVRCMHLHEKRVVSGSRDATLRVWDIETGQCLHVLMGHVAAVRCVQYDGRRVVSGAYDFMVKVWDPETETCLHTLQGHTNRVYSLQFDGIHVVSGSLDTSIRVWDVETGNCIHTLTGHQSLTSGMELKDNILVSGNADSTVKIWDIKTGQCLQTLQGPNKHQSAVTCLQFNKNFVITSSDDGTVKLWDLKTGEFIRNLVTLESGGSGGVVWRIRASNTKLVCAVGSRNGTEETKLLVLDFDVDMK
MITF inh – blocks human microphthalmia-associated transcription factor; O75030; 650,000 compounds, 0.91% hits; inhibition, % at 2.6 µM; AlphaScreen MITF homodimerization, bead proximity signal; in the data active = inhibition above about 50%;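 note: 0% = vehicle wells with protein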
GPR151 ag – activates the human receptor GPR151; AID 1508602; Q8TDV0; 650,000 compounds, 1% hits; activation, % at 11.2 µM; PathHunter beta-arrestin GPR151 cells, luminescence; in the data active = activation above about 4.9%;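 note: 0% = median of compound wells and 100% = cells with positive control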
Starred values were filed as active, the others as inactive.

SMILES	TEAD-YAP inh	FBW7 activator	MITF inh	GPR151 ag
COc1ccc(S(=O)(=O)N2CCCCC2)cc1[N+](=O)[O-]	4	0.0	5	5.0*
COc1ccc(S(=O)(=O)NCC2CCC(C(=O)N3CCCCC3)CC2)cc1 (stereo not drawn)	6	0.2	5	-1.6
CCC(=O)Nc1ccc2c(c1)Cc1cc(NC(=O)CC)ccc1-2	-29	0.2	15	1.2
CC1CN(CC(=O)NCCC2(c3ccccc3)CCOC(C)(C)C2)Cc2ccccc2O1 (stereo not drawn)	1	0.0	-20	0.1
CCc1ccc(/C=N/NS(=O)(=O)c2ccc(Cl)cc2)s1	3	0.1	19	-1.8
Cc1ccc2[nH]c(=O)c3cc(C(=O)N4CCN(C(=O)c5ccco5)CC4)sc3c2c1	1	0.0	-7	-0.8
O=[N+]([O-])c1ccc(N2CCOCC2)cc1NCCOc1ccccc1	-7	0.0	13	0.5
CCCCCCC1CC(=O)NC(=S)N1 (stereo not drawn)	6	-0.2	1	1.2
Brc1ccc(/C=C2/c3ccccc3-c3nc4ccccc4cc32)cc1	-13	0.0	-8	0.8
Fc1cnc(Cl)nc1N1CCCCC1	-5	0.9	5	-0.1
CN(C)S(=O)(=O)c1ccc(/C(O)=C2/C(=O)C(=O)N(CCN3CCOCC3)C2c2cccc(Cl)c2)cc1 (stereo not drawn)	-8	0.2	21	0.7
OCCC1CCCCN1c1ccnc2c(-c3ccc4[nH]ccc4c3)cnn12 (stereo not drawn)	-20	0.0	-75	-1.2
CCOC(=O)C1CCN(/C=C2/C(=O)NC(=O)N(c3ccc(Cl)cc3)C2=O)CC1	-1	-0.1	-11	1.5
Cc1cc(NCCc2ccc(O)cc2)nc(Nc2ccccc2)n1	-24	0.0	16	-1.3
Oc1ccccc1/C=N/c1nc2ccc(Br)cc2s1	-13	0.1	0	0.4
Clc1ccccc1CN1CCN(C2CCCCC2)CC1	-15	0.1	65*	1.3
Cc1cc(C)c2c(n1)nn1c(C)c(CCC(=O)NCc3ccc4c(c3)OCO4)c(C)nc21	3	0.0	4	-0.5
CCCNC(=O)CNS(=O)(=O)c1ccc(C)cc1	6	0.0	-4	1.6
COc1cccc(-c2cnc(NCc3ccc(F)cc3F)n2C)c1	-5	0.3	51*	2.1
CCCN1C(=O)C[n+]2ccccc2C1C(=O)Nc1ccccc1C (stereo not drawn)	2	0.5	2	12*
Cc1ccn2cc(CNC(=O)CCc3nnc(-c4ccsc4)o3)nc2c1	-7	0.0	-5	-0.8
O=C(O)CC(CC(=O)Nc1nn[nH]n1)c1ccccc1 (stereo not drawn)	-12	-0.3	1	-1.8
COc1ccc(S(=O)(=O)NC(CC(=O)NCCC2=CCCCC2)C(C)C)cc1 (stereo not drawn)	6	0.0	14	0.2
Fc1cccc(-c2nn3c(Cn4cnc5ccccc54)nnc3s2)c1	0	-0.2	4	0.4
C=CCNC(=O)c1cc(-c2ccccc2)nc2c(C)cccc12	4	0.1	18	-0.2

The list goes on.
SMILES	TEAD-YAP inh	FBW7 activator	MITF inh	GPR151 ag
CS(=O)(=O)N(Cc1ccccc1)c1ccccc1C(=O)Nc1cccc(Cl)c1	-3	0.0	-2	0.1
Cc1ccc(S(=O)(=O)N2C/C(=C\c3ccco3)c3c2cc([N+](=O)[O-])cc3[N+](=O)[O-])cc1	12	0.8	19	-0.6
CCC(C)C(NS(=O)(=O)c1ccc(C)cc1)C(=O)NCC(OC)OC (stereo not drawn)	1	0.0	14	1.4
COc1cc(OC)nc(NC(=O)c2cc3cccc4c3n(c2=O)CCC4)n1	11	0.2	9	-0.1
CC(=O)c1cc2c(cc1NC(=O)CC1Oc3ccc(C)cc3NC1=O)OCO2 (stereo not drawn)	22	0.0	-1	0.6
O=C(O)c1cccc(N2C(=O)C3CCCCC3C2=O)c1 (stereo not drawn)	-2	0.3	-2	-0.8
COc1ccccc1CNc1cc(C)nc2nc(C)nn12	-9	-0.2	-1	-0.1
COC(=O)c1ccc(COc2cccc3c2CCN(Cc2ccc(F)cc2)C3=O)o1	0	-0.1	-8	0.4
CNC(=O)c1sc2nc(-c3ccc(OC)cc3)cn2c1C	-63	-0.4	-9	0.5
COc1ccc(C2=NN(C(=O)CSc3nnc(CNC(=O)c4cccc(OC)c4)n3-c3ccccc3)C(c3ccc(OC)cc3)C2)cc1 (stereo not drawn)	3	-0.1	-12	-0.8
O=C1CCCN1CCCNc1ncnc2nc(Nc3ccc(-n4ccnc4)cc3)[nH]c12	-12	-0.1	13	-1.1
O=c1c2ccccc2nc(SCc2cc(F)ccc2F)n1CC1COc2ccccc2O1 (stereo not drawn)	-9	-0.1	6	-0.4
COc1ccc(/C=C/CN2CCOc3ccc(CN4CCN(CCO)CC4)cc3C2)cc1	4	0.0	10	-0.3
CN(C)CCCNC(=S)NCc1ccc(Cl)cc1	-4	-0.2	-1	-0.8
O=C(CCCCCn1c(SCC(=O)c2ccc(Cl)cc2)nc2ccccc2c1=O)NCC1CCCO1 (stereo not drawn)	13	1.1	-5	-1.5
CCc1ccc(NC(=O)CSc2nc3ccccc3c(=O)n2CCCC(=O)NCc2ccccc2)cc1	1	0.1	7	1.6
CC(C)(C)NC(=O)COC(=O)c1cc(Br)ccc1Cl	-14	0.6	19	1.1
Cc1ccc(/C=N/NC(=O)CNC(=O)c2c(F)cccc2Cl)o1	0	0.0	5	3.7
CC(C)Oc1ccc(C(=O)Nc2nnc(-c3ccccn3)o2)cc1	36*	-0.1	7	-7.4
O=C(Nc1nnc(SCc2cccc(F)c2)s1)C1CC1	-4	-0.1	11	12*
O=C(CC1(O)C(=O)N(CCCc2ccccc2)c2ccccc21)c1ccccc1 (stereo not drawn)	11	-0.1	1	-1.8
CS(=O)(=O)N(CC(=O)NCc1cccnc1)c1ccccc1Cl	-2	0.0	4	-0.9
O=c1[nH]c2ccc(Cl)cc2c(=O)n1Cc1cccs1	16	-0.1	-5	0.9
Cc1ccc(-c2cnc(N3CCN(CCO)CC3)nc2)cc1	-31	0.0	-3	-0.3
COc1cccc(/C=N/NC(=O)CSCc2cccc(Br)c2)c1	8	0.1	-10	1.4

Random excerpt: 2 entries already listed.
SMILES	TEAD-YAP inh	FBW7 activator	MITF inh	GPR151 ag
CCc1ccc(NC(=O)CSc2nc3ccccc3c(=O)n2CCCC(=O)NCc2ccccc2)cc1	1	0.1	7	1.6
CS(=O)(=O)N(Cc1ccccc1)c1ccccc1C(=O)Nc1cccc(Cl)c1	-3	0.0	-2	0.1

Back to the main list, starting 2 compounds before the break.
SMILES	TEAD-YAP inh	FBW7 activator	MITF inh	GPR151 ag
Cc1ccc(-c2cnc(N3CCN(CCO)CC3)nc2)cc1	-31	0.0	-3	-0.3
COc1cccc(/C=N/NC(=O)CSCc2cccc(Br)c2)c1	8	0.1	-10	1.4
COc1cccc(OC)c1C(=O)Nc1nc2cc3c(cc2s1)OCCO3	-5	0.0	7	-1.3
NC(=O)CCN1CCN(S(=O)(=O)c2ccc(F)c(F)c2F)CC1	2	-0.1	-3	0.4
COc1cccc(C(=O)CSc2nnc3c4c(C)c(C)sc4ncn23)c1	0	-0.1	5	1.4
COCCCNC(=O)CCc1c(C)nc2c(c1C)c(=O)n(C)c(=O)n2C	5	0.0	1	-1.1
COc1ccc(C(=O)Nc2ccc(-c3csc(C)n3)cc2)cc1OC	-6	0.1	2	3.9
CCOC(=O)c1cnc2ccccc2c1Nc1cccc(C(F)(F)F)c1	1	0.2	0	0.4
CC(C)CCN(CCC(C)C)C(=O)Cn1cc(C(F)(F)F)cc(Cl)c1=O	0	-0.1	-3	-2.1
OC(CN1CCCCC1)Cn1c(-c2ccccc2)c(-c2ccccc2)c2ccc3ccccc3c21 (stereo not drawn)	4	-0.5	24	0.7
CCN1CCN(C(=O)c2ccc(Cl)c(Cl)c2)CC1	1	-0.1	0	2.7
O=C1CC(Cc2ccccc2)C(=O)N1c1ccc(Cl)cc1 (stereo not drawn)	-5	0.1	18	0.3
O=C(O)CCC(=O)Nc1sc2c(c1C(=O)NCC1CCCO1)CCCC2 (stereo not drawn)	0	0.3	21	2.2
CN(C)/N=C/c1ccc(OC(=O)c2ccc(Br)cc2)cc1	0	0.0	3	-0.8
Cc1cc(C)c(S(=O)(=O)NNc2ccccc2)c(C)c1	-5	0.0	-1	-0.3
CCCn1cc(SCC(=O)Nc2cccc(C)c2C)c2ccccc21	4	0.2	-10	-1.4
Nc1ccc2nc(-c3ccc(N=Cc4cc([N+](=O)[O-])cc([N+](=O)[O-])c4O)cc3)[nH]c2c1	2	-0.1	1	7.0*
CC(NC(=O)c1ccc(N2CCC(NCCCN3CCCC3=O)CC2)cc1)c1ccccc1 (stereo not drawn)	5	0.4	7	0.4
CN1CCN(c2nc3c(c(=O)n(C)c(=O)n3C)n2CC(=O)c2ccccc2)CC1	-5	0.0	-1	-0.3
COc1ccc(-c2nnc3sc(NC(=O)c4cc(OC)c(OC)c(OC)c4)nn23)cc1	-1	0.0	0	0.3
CCCCOc1ccc(C(=O)NNC(=S)NC(=O)c2ccccc2[N+](=O)[O-])cc1	-14	0.2	30	0.8
O=C(Nc1nc(-c2ccccc2)cs1)c1cc(=O)c2ccccc2o1	-8	-0.3	-7	1.8
CCCCc1ccc(NC(=O)CSc2ncccn2)cc1	-15	0.1	-3	1.8
C=CCSc1nc2c(c(=O)[nH]1)C(c1ccc(C)o1)C1=C(CCCC1=O)N2 (stereo not drawn)	2	0.0	13	6.3*
COc1ccc(Cl)cc1NC(=O)CSc1nnc(NC(=O)C2CCCCC2)s1	-12	0.2	-7	-0.9
CCOc1ccccc1NC(=O)CSc1ncnc2c1cnn2-c1ccc(C)cc1C	8	0.3	17	-0.6
COc1ccc(S(=O)(=O)NCC(=O)NCC2CCCO2)cc1 (stereo not drawn)	-6	1.1	10	-0.1

Shown in CSV form: part of the list above.
Compound,TEAD-YAP inh,FBW7 activator,MITF inh,GPR151 ag
CCN1CCN(C(=O)c2ccc(Cl)c(Cl)c2)CC1,1,-0.1,0,2.7
O=C1CC(Cc2ccccc2)C(=O)N1c1ccc(Cl)cc1 (stereo not drawn),-5,0.1,18,0.3
O=C(O)CCC(=O)Nc1sc2c(c1C(=O)NCC1CCCO1)CCCC2 (stereo not drawn),0,0.3,21,2.2
CN(C)/N=C/c1ccc(OC(=O)c2ccc(Br)cc2)cc1,0,0.0,3,-0.8
Cc1cc(C)c(S(=O)(=O)NNc2ccccc2)c(C)c1,-5,0.0,-1,-0.3

(next part)
SMILES	TEAD-YAP inh	FBW7 activator	MITF inh	GPR151 ag
CC(C(=O)OCC(=O)c1cccc([N+](=O)[O-])c1)N1C(=O)C2C3CCC(C3)C2C1=O (stereo not drawn)	-2	-0.3	-3	-0.1
COc1cc2nc(NC(=O)c3ccc(Cl)cc3)sc2cc1OC	1	0.2	-3	-1.1
O=C(NC(=S)Nc1c(Cl)cccc1Cl)c1ccccc1	2	-0.1	16	-0.9
CCOC(=O)c1ccccc1NC(=O)Cc1c(F)cccc1Cl	-3	0.0	0	0.0
c1ccc(CNc2cc(-c3ccc(N4CCOCC4)nc3)ncn2)cc1	-14	0.0	1	-0.3
Cc1csc(NC(=O)CCC(=O)N(CC(=O)NC2CCCC2)c2ccccc2)n1	-9	-0.1	1	0.2
C/C(=N\NC(=O)c1cc(-c2ccccc2Cl)n[nH]1)c1ccc(O)cc1	17	0.1	2	-1.1
CC(=O)c1cccc(N(CC(=O)NC2CC2)S(C)(=O)=O)c1	-6	-0.1	20	-0.4
CCOC(=O)CSc1n[nH]c(NC(=O)c2ccc(F)cc2)n1	2	0.5	3	1.1
O=C(O)c1cc([N+](=O)[O-])cc2c1-c1c(cc([N+](=O)[O-])cc1[N+](=O)[O-])/C2=C/c1ccco1	3	-1.8	62*	0.4
CCN(CC)C(=O)C1CCCN(c2nc3c(NCCc4ccc(OC)cc4)ncnc3n2C(C)C)C1 (stereo not drawn)	-2	-0.1	2	1.0
CCSc1nc2c(c(=O)[nH]c(=O)n2C)n1CC(O)Oc1cccc2ccccc12 (stereo not drawn)	5	0.1	-3	0.7
CCOC(=O)CN(C)c1nc(-c2ccc(OC)cc2)no1	-24	-0.2	-1	1.7
CCOc1ccc(C(=O)NC2CCS(=O)(=O)C2)cc1OCC (stereo not drawn)	5	0.0	5	1.2
CCOC(=O)c1nnn(-c2nc(OCC)nc(N(C)C)n2)c1C	2	0.0	0	-0.4
Cc1cccc(N(C(=O)c2ccccc2)C2CCS(=O)(=O)C2)c1 (stereo not drawn)	-4	0.3	-11	-1.5
N/C(Cc1ccc([N+](=O)[O-])cc1)=N\OC(=O)c1ccc(Cl)c(Cl)c1	-10	0.1	19	-0.7
Cc1ccc(CSc2ncnc3sc4c(c23)CCC4)cc1	-7	0.0	-18	-1.6
CC(C)(C)CNC(=O)c1cn2ccsc2n1	-12	-0.2	17	1.0
Cc1ccc(COc2cn(CC(=O)Nc3ccccc3F)c(CO)cc2=O)cc1	17	0.2	-5	-0.6
Cc1ccccc1-n1c(SCC(=O)c2ccc(Br)cc2)nc2[nH]ncc2c1=O	2	0.7	10	-0.3
CCNS(=O)(=O)c1ccc(NS(=O)(=O)c2ccc([N+](=O)[O-])cc2)cc1	-1	0.1	-11	1.3
COc1ccc2cc(C(=O)Nc3cccc(C(=O)O)c3)c(=O)oc2c1	-78	0.1	6	-0.1
COC(=O)C1=C(C)NC(=O)C1(NC(=O)c1ccccc1F)C(F)(F)F (stereo not drawn)	-4	-0.1	-10	0.2
Cc1nc(NC2CCN(Cc3nnnn3Cc3ccc4c(c3)OCO4)CC2)[nH]c(=O)c1C	0	0.1	7	-1.1
